Hck Nef HTS: inhibitors of Nef-activated human Hck kinase, primary screen, biochemical, Z-Lyte FRET, 384-well, Hck-YEEI; Tyrosine-protein kinase HCK (Homo sapiens), P08631; Recombinant Hck-YEEI plus Nef, Z-Lyte FRET kinase assay; inhibition, % at 20 µM; 0.68% of 220,000 active;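 active = Hck-Nef kinase inhibition above about 50%, limit read from the data; inactive = inhibition below that limit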;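 also: 0% = DMSO with Hck plus Nef and 100% = Hck alone without Nef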
Calpain2 inh: inhibitors of pig calpain II, primary screen, biochemical, fluorogenic peptide substrate, 1536-well; inhibition, % at 16 µM; 0.37% of 220,000 active; purified calpain II, 30 min; AID 1236, 2008;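 active = inhibition above about 50%, limit read from the data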
Rad51 HR inh: human RAD51 strand exchange inhibitors, primary screen, biochemical, fluorescence. hRad51 DNA strand exchange, fluorescence dequenching. 0.085% of 200,000 active. inhibition, % at 10 µM;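 active = inhibition above 40% at the single screening dose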;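 also: 0% = DMSO control wells and 100% = blanks with heterologous ssDNA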
Target sequence (Q06609 whole entry, looked up): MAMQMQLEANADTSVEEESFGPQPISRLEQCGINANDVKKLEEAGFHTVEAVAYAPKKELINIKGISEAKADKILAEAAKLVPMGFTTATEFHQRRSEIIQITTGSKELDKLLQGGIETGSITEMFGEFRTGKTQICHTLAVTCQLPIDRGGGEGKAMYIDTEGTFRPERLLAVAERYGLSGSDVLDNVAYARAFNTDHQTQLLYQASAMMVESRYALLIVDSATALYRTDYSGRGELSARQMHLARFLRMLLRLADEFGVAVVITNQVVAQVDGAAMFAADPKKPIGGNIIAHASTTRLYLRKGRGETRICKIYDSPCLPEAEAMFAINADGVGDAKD
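Read-out basis: percent inhibition relative to plate controls and blanks / Assay system: human Rad51 nucleoprotein filaments preassembled on unlabelled ssDNA / Timing: filaments 15 min 37 °C, then compound 30 min / Control set: per-plate controls and blanks / Technique: fluorescence dequenching at 485/520 nm / Compound: 10 µM final, single point / Also added: Fluorescein- and BHQ1-tagged 47-mer duplex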
Tb hexokinase: Trypanosoma brucei hexokinase 1 inhibitors, primary screen, biochemical, G6PDH-coupled NADH absorbance, MLSCN library; hexokinase 1 [Trypanosoma brucei]; recombinant TbHK1, G6PDH-coupled NADH A340; inhibition, % at 10 µM; 0.11% of 220,000 active; AID 1430, 2008;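 active = inhibition of 50% or more in the single-dose primary screen; inactive = inhibition below 50%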
eIF4E 4G PPI: eIF4E–eIF4G protein interaction inhibitors, primary screen, biochemical, uHTS, TR-FRET, eIF4GI fragment; TR-FRET eIF4E-eIF4GI(517-606) binding, 2 h; inhibition, % at 21.7 µM; 0.37% of 220,000 active; AID 782, 2007;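 active = inhibition above about 30%, limit read from the data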;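 also: 0% = full FRET control wells and 100% = background wells lacking eIF4GI fragment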
zVAD death inh: inhibitors of zVAD-triggered necroptosis, primary screen, L929 cells; viability rescue, % at 10 µM; 0.38% of 220,000 active; AID 1377, 2008; L929 zVAD necroptosis rescue, ATP luminescence, 24 h; with zVAD 60 µM;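 active = activation, scaled between plate controls, above about 75%, limit read from the data; inactive = activation under that limit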;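 also: 0% = zVAD with DMSO and 100% = DMSO alone without zVAD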
EP2 modulator: EP2 receptor modulators, cAMP readout, primary screen, cell-based, HTRF cAMP, PGE2 stimulation. 0.83% of 260,000 active. EP2-expressing cells, cAMP HTRF FRET, PGE2 co-stimulation. Prostaglandin E2 receptor EP2 subtype (Homo sapiens), P43116. AID 940, 2007. induction, % at 25 µM;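 active = compounds whose cAMP rise, as percent of the full-agonist control response, exceeds 60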;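 also: rat C6 glioma line stably carrying human EP2 under a CMV promoter; the protocol text gives 20 µM as final concentration; 100% = response of wells given 1 µM PGE2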
Target sequence (P43116 whole entry, looked up): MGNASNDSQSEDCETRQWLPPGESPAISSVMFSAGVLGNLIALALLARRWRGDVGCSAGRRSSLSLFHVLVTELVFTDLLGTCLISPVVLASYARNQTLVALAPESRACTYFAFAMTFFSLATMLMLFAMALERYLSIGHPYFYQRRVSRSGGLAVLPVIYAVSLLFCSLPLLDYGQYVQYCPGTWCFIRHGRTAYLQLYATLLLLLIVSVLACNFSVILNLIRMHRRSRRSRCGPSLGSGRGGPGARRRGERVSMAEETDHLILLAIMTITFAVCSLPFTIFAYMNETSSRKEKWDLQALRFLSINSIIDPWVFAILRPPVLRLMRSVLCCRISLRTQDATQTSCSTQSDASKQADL
14-3-3 Bad PPI: inhibitors of 14-3-3 zeta/Bad binding, primary screen, biochemical, TR-FRET, bovine 14-3-3 zeta | AID 781, 2007 | 14-3-3 protein zeta/delta (Bos taurus), P63103 | TR-FRET 14-3-3zeta/Dy647-pBad peptide displacement, 1 h | 0.71% of 220,000 active | inhibition, % at 21.7 µM;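 active = inhibition above about 70%, limit read from the data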;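 also: 0% = full 14-3-3 plus peptide FRET controls and 100% = background without 14-3-3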
Target sequence (P63103 whole entry, looked up): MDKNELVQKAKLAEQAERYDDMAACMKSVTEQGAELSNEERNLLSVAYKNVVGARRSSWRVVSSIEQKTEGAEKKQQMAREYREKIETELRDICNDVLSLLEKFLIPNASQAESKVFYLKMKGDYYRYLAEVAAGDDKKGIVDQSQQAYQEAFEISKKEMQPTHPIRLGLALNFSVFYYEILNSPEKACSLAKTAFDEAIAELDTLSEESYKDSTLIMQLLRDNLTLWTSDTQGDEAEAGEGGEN
PGE2 EP2 inh: human EP2 receptor antagonists, primary screen, TR-FRET cAMP, C6 glioma cells; 0.52% of 260,000 active; inhibition, % at 25 µM; C6 glioma cells expressing human EP2; cells stimulated with saturating PGE2; AID 1422, 2008;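 active = percent inhibition above 40 after rounding to a whole number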;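 also: rat C6 glioma host cells with rolipram phosphodiesterase inhibitor present; the protocol text gives 20 µM as final concentration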
Numbers without * were called inactive; . = not tested or not shown; & = joins results of further samples; [ ] = another dose, or the depositor's remark.

SMILES | Hck Nef HTS | Calpain2 inh | Rad51 HR inh | Tb hexokinase | eIF4E 4G PPI | zVAD death inh | EP2 modulator | 14-3-3 Bad PPI | PGE2 EP2 inh
COc1ccc(NC(=O)CC2C(=O)N(C)C(=S)N2CCc2ccccc2)cc1 (stereo not given) | 7 | -4 | 7 | 0 | -3 | 0.5 | 9 | -5 | 13
O=C(CSc1ccc2nnc(-c3ccc(F)cc3)n2n1)N1CCOCC1 | 4 | . | -6 | -4 | . | 0.8 | . | . | 11
CC1CCCN(c2nc(N(C)c3ccccc3)nc(N)c2[N+](=O)[O-])C1 (stereo not given) | 0 | 26 | -12 | -11 | 0 | 1.3 | 12 | 0 | 4
O=c1oc2ccccc2n1CCCCCn1c(=O)oc2ccccc21 | 1 | 9 | 2 | 1 | 0 | -0.2 | -17 | 8 | 14
CC(C)C(NC(=O)CSc1ccc(Cl)cc1)C(C)C | 0 | 13 | -5 | 28 | -4 | 1.0 | -10 | 12 | 12
COc1ccc(OC)c(-c2nc(C(N)=O)c3[nH]c(=O)n(-c4ccc(F)cc4)c3n2)c1 | 0 | -20 | -1 | -3 | -2 | 0.9 | 11 | 22 | 13
O=S(=O)(Nc1ccc(Oc2ncccn2)c(Cl)c1)c1ccc(F)cc1 | 2 | 29 | . | -5 | 5 | -0.2 | -13 | -10 | .
O=C(N/N=C/c1cccnc1)c1ccccc1OCc1cccc(Br)c1 | 16 | 17 | -2 | 4 | 0 | 0.6 | -4 | -9 | 6
CC(C)Oc1ccccc1/C=N/NC(=O)c1ccc(F)cc1 | 2 | 0 | . | -9 | 8 | 0.1 | -46 | 28 | 8
CCn1c(SCC(=O)Nc2ccccc2N2CCOCC2)nnc1-c1ccccc1 | 7 | -21 | 2 | 2 | -1 | -1.2 | 24 | -17 | 8

Some values from the results shown:
Rad51 HR inh result of COc1ccc(OC)c(-c2nc(C(N)=O)c3[nH]c(=O)n(-c4ccc(F)cc4)c3n2)c1 is entered as -1
PGE2 EP2 inh result of COc1ccc(NC(=O)CC2C(=O)N(C)C(=S)N2CCc2ccccc2)cc1 (stereo not given) is entered as 13

An excerpt from above in order of the Calpain2 inh value, lowest first.
SMILES,Calpain2 inh
COc1ccc(OC)c(-c2nc(C(N)=O)c3[nH]c(=O)n(-c4ccc(F)cc4)c3n2)c1,-20
CC(C)Oc1ccccc1/C=N/NC(=O)c1ccc(F)cc1,0
CC(C)C(NC(=O)CSc1ccc(Cl)cc1)C(C)C,13
O=C(N/N=C/c1cccnc1)c1ccccc1OCc1cccc(Br)c1,17

Going on with the list:
SMILES | Hck Nef HTS | Calpain2 inh | Rad51 HR inh | Tb hexokinase | eIF4E 4G PPI | zVAD death inh | EP2 modulator | 14-3-3 Bad PPI | PGE2 EP2 inh
C=CCN1C(=O)C(CC(=O)O)SC1=Nc1c(C)n(C)n(-c2ccccc2)c1=O (stereo not given) | 1 | -6 | -1 | 5 | -11 | -0.4 | 33 | -12 | 5
C/C(=N\NC(=S)NC1CCCCC1)c1ccc(Cl)c(Cl)c1 | 24 | -6 | 16 | -14 | 2 | 0.6 | 33 | -3 | 4
Cc1c(NS(=O)(=O)c2ccc3c(c2)Cc2ccccc2-3)c(=O)n(-c2ccccc2)n1C | 15 | -29 | . | -3 | 6 | 1.5 | -106&-90 | -9 | 6&3
Cc1cccc(-n2c(O)c(C=NCCCN3CCOCC3)c3ccccc3c2=O)c1 | 0 | -46 | 0 | -18 | 2 | -0.3 | 7 | -8 | 8
Nc1nnc(SCc2ccccc2)n1-c1ccccc1 | 1 | -18 | -2 | 2 | -1 | 0.0 | 4 | 1[fluorescence artefact?] | 13
CC1(C)OC2C(O1)[C@@H](CO)O[C@H]2n1cnc2c(N)ncnc21 (stereo not given in full) | 20 | -11 | 6 | -8 | -2 | -0.3 | 6 | 5 | 5
O=C(CN1CCN(C(=O)c2ccco2)CC1)Nc1cc(C(F)(F)F)ccc1Cl | -1 | -8 | 7 | -5 | -6 | 0.1 | 23 | 10 | 7
COc1ccc2cc3c(N)c(C(=O)N4CCCC4)sc3nc2c1 | -1 | -27 | . | -6 | -1[fluorescence artefact?] | 1.1 | -13 | -12[fluorescence artefact?] | 23
COc1ccccc1NC(=O)c1ccc(CSc2ncccn2)cc1 | 17 | 11 | 6 | -5 | -3 | 42 | -34&-29 | -7 | 31&6
Oc1ccc(-c2nnc(-c3ccccc3)c(-c3ccccc3)n2)cc1 | 0 | 2 | -8 | -7 | 9 | 0.4 | 42 | 6 | 16
OCCN=C1CCCc2c1[nH]c1ccc(Br)cc21 | 1 | 13 | -1 | -6 | 3 | 0.9 | -27 | 53 | 11
COc1ccc(CCNC(=O)c2cc(-c3cc(C)c(C)cc3O)n[nH]2)cc1OC | 4 | -46 | -3 | 1 | -5 | 0.7 | -24 | 7 | 11
COc1ccc([N+](=O)[O-])cc1NC(=O)C1(c2ccc(OC)c(OC)c2)CCOCC1 | -4 | -21 | -121 | -6 | -1 | -0.8 | -11 | -3 | 11
CS(=O)(=O)c1nc(-c2cccs2)cc(C(F)(F)F)n1 | 1 | -3 | -1 | -57 | -2 | 0.3 | 0 | 7 | 9
CCCCCCOC(=O)Nc1ccc(S(=O)(=O)Nc2cccc([N+](=O)[O-])c2)cc1 | 1 | -8 | 3 | 24 | 15 | 0.5 | -52 | -4[fluorescence artefact?] | 3
Cc1ccccc1NC(=O)C1CCCN1S(=O)(=O)c1cccc2cccnc12 (stereo not given) | 4 | -37 | 9 | 3 | 5 | -0.2 | -15 | 6 | 14
Cc1cccc(NC(=S)NC2CCCCC2)n1 | 1 | 0 | . | -3 | 2 | -0.7 | 32 | 4 | 3
COc1cccc(N2CCN(c3cnc4ccccc4n3)CC2)c1 | 5 | -2 | 9 | -4 | -1 | 25 | -32 | -8 | -1
Cn1c(N)c(C(=O)COC(=O)c2ccc(Br)o2)c(=O)n(C)c1=O | -1 | 30 | 5 | -2 | -4 | 0.3 | 4 | -11 | 3
CN1CCC(=NOc2ccc([N+](=O)[O-])cc2)CC1 | 24 | 29 | -5 | -14 | 1 | -0.5 | 13 | -3 | 4
CCCn1nc(C(=O)Nc2ccc3nc(C)sc3c2)c2ccccc2c1=O | 0 | -6 | -11 | 24 | -15 | 0.2 | 48 | -2 | 5
COCc1nnc(NS(=O)(=O)c2ccc(NC(C)=O)cc2)s1 | 1 | -12 | 1 | -5 | -2 | 1.7 | 24 | 36 | 10
COc1ccc(CN2CN(S(=O)(=O)c3ccccc3)c3nc4ccccc4nc32)cc1 | 9 | -1 | -11 | -15 | -1 | -0.9 | 14 | 1 | 8
CCCNC(=O)c1oc2ccc3c(c2c1C)C(=O)CC(C)(C)O3 | 0 | -299 | -1 | -18 | 5 | 0.3 | -7 | 7 | 7
CCOC(=O)Cn1c(S(=O)(=O)Cc2cccc(F)c2)nc(-c2ccccc2)c1-c1ccccc1 | -1 | 23 | 7 | 0 | -1 | -0.4 | 36 | -8 | 8
Cc1c(CNCC(C)c2ccccc2)c(C(=O)O)c(C)n1Cc1ccccc1 (stereo not given) | 0 | -27 | . | -2 | 0 | 0.7 | 10 | -10 | 6
CCOc1ccc2c(c1)C(c1ccc(C)o1)=NNC(c1ccncc1)=N2 | -1 | -64 | -2 | -13 | 0 | 0.3 | 6 | -4 | 6
CCOC(=O)C(=CNc1ccc2c(c1)CCN2C(C)=O)C(=O)OCC | 6 | 7 | 17 | -70 | 0 | -1.5 | -4 | -9 | 15
O=C(O)C1CCN(C(=O)OCc2ccccc2)CC1 | 0 | -6 | 8 | -5 | -4 | 0.0 | 12 | 2 | 7
O=C(c1cnn2c(C(F)(F)F)cc(-c3ccccc3)nc12)N1CCOCC1 | -3 | -71 | -2 | -15 | 3 | 0.8 | -8 | 6 | 15
Cc1ccc(-c2ccc(/C=N/N3C(=O)C4C5C=CC(CC5)C4C3=O)o2)c([N+](=O)[O-])c1 (stereo not given) | 0 | -9 | 8 | -31 | -2 | 0.7 | 6 | -14 | 17
CCc1nc(C)cn1S(=O)(=O)c1ccc(Cl)c(Cl)c1Cl | 2 | 1 | 9 | 5 | 5[fluorescence artefact?] | -0.3 | -18 | 2 | 2
Cc1ccc(S(=O)(=O)N2C=CC(C(F)(F)F)=NCC2)cc1 | -23 | 1 | -6 | -10 | 4 | 0.4 | 0 | -2[fluorescence artefact?] | 17
O=C(O)c1ccccc1SC1CC(=O)N(c2ccc3c(c2)OCO3)C1=O (stereo not given) | -29 | -38 | 4 | -2 | 8 | 2.9 | 26 | -2 | 16
COc1cc(-c2nc3cnccn3c2Nc2ccc(C)cc2)ccc1O | 16 | -26 | -7 | -26 | -8 | 0.7 | -36 | 1 | 15
CN(C)S(=O)(=O)c1cccc(NC(=S)N2CCCCC2CO)c1 (stereo not given) | 19 | -15 | -6 | -4 | -4 | 0.3 | -12 | -7 | 6
COc1ccc(C(=O)Nc2ccc3nc(N4CCCCC4)cc(C)c3c2)c(OC)c1 | 7 | -14 | 9 | -11 | -3 | 1.0 | 6 | -5 | 7
O=C(CN1CCC(NC(=O)c2ccc(Br)cc2)CC1)NCc1cccs1 | 15 | -25 | 3 | -6 | 3 | 4.3 | -33 | -8 | 10
COc1ccc(C(=O)NC(=S)Nc2ccc(S(=O)(=O)Nc3cc(C)on3)cc2)cc1OC | 18 | 21 | 0 | -29 | -8 | 0.1 | -40 | -14 | 8
COC(=O)C1=C(Nc2ccc(C)cc2)C=C(C)C(C(=O)OC)C1c1ccc(F)cc1 (stereo not given) | 2 | 6 | -5 | 0 | 4[fluorescence artefact?] | 2.1 | 11 | -15[fluorescence artefact?] | 6
Cn1cccc1C(=O)NC(=O)COC(=O)CNS(=O)(=O)c1ccc(Br)cc1 | 1 | -26 | -5 | -1 | 5 | -0.3 | -16 | 3 | 24
O=c1c2ccccc2c(/C=N/c2n[nH]c(CCCO)n2)c(O)n1-c1ccccc1Cl | 24 | -64 | 6 | -5 | 0 | -0.4 | -40 | -13 | 5
CCC1(C)Cc2c(sc3nc(SCC(=O)O)[nH]c(=O)c23)CO1 (stereo not given) | 4 | 25 | 3 | -4 | 3 | 0.8 | -3 | -12 | 14
O=C(C1CCCN(S(=O)(=O)c2ccccc2[N+](=O)[O-])C1)N1CCN(c2ccccc2)CC1 (stereo not given) | -1 | 12 | 4 | -2 | -4 | 0.6 | -6 | -2 | 9
CSc1ncccc1C(=O)N1CCCC(C(=O)c2ccc3ccccc3c2)C1 (stereo not given) | 5 | -31 | -17 | -10 | 1 | 0.2 | -19 | 0 | 4
O=C(/C=C/c1ccccc1)c1ccc2c(c1)OCO2 | 19 | -23 | . | -24 | 3 | -0.8 | 22 | -3 | 6

Not all compounds are listed; rates above refer to the full screens.
